# Assay outcomes (PubChem)
# ELG1 repair inh: inhibitors of ELG1-dependent DNA repair in HEK293T cells; HEK293T ELG1-luciferase reporter, luminescence, 16 h; DNA damage induced by 5-fluorouridine; 330,000 compounds, 2.3% hits; AID 504467; Potency, µM (doses to about 46.1 µM), for the others: at the top dose activity change, negative = inhibition, actives largely listed as inhibitors; further: potency means the concentration at half of the fitted maximal effect; on the % scale 0 is the no-effect control and ±100 the full control effect; nearly all actives have a fitted effect of over 55% in size
#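 5-Fluorouridine DNA damage + compound/DMSO, 2,000 cells/well, 16 h, 37 °C/5% CO2. ONE-Glo, 30 min RT, luminescence. Readout = decrease in reporter signal.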
# FLuc counter: firefly luciferase modulation, counter-screen for miR-21 project. P08659. Potency, µM (doses to about 57.5 µM), inactives show top-dose activity change, negative = inhibition, hits mostly inhibitors. AID 588342. 360,000 compounds, 6.9% hits. purified FLuc, Km substrates, luminescence inhibition;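 further: potency means the concentration at half of the fitted maximal effect; plate controls were vehicle for no effect and reference inhibitor for full effect; nearly all actives have a fitted effect of over 55% in size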
#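 Purified P. pyralis luciferase, 10 nM final, with Km-level 10 uM D-luciferin and 10 uM ATP in 50 mM Tris acetate pH 7.5, 10 mM Mg acetate, 0.01% Tween-20, 0.05% BSA; 6-point qHTS titration about 60 µM downward; luminescence read.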
# TRPV1 ag: agonists of human vanilloid receptor 1 (TRPV1). 320,000 compounds, 0.19% hits. activation, % at 8.33 µM. TRPV1-expressing cells, Fluo-8 calcium influx, agonist mode. Q8NER1; in the data active means activation above about 80%; inconclusive means between about 30% and that limit; further: 0% is about no effect
#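 Fluo-8 calcium influx in TRPV1-expressing cells, kinetic read (ex 480/em 520 nm). Compound added and read 3 min for agonist activity, followed by capsaicin at EC20 final and 2 min further read for enhancement.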
# p53 reactivation: re-activators of mutant p53. 320,000 compounds, 0.063% hits. H1299 p53-A138V BP100-luciferase reporter, luminescence, 24 h. Potency, µM (top dose mostly 92.2 µM), without a hit: top-dose activity change, positive = activation, hits mostly activators. AID 504706; further: potency means the concentration at half of the fitted maximal effect; % of control where 0% means no effect; nearly all actives have a fitted effect of over 45% in size
#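 H1299 (p53-null), stable ts p53-A138V + BP100-Luc; 1000 cells/well, Opti-MEM/10% FBS; cpd 4 pt, 1:5; 24 h, 37 deg C, 5% CO2; detection reagent 10 min RT; luminescence.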
# VP16 counter: Gal4-VP16 reporter inhibition counter-screen | Drosophila S2 Gal4-VP16 UAS-luciferase, luminescence, 20 h | Potency, µM (doses to about 53.6 µM), for the others: at the highest dose activity, negative = inhibition, hits mostly inhibitors | 310,000 compounds, 3.5% hits;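 further: Gal4-VP16 expression switched on by copper sulfate through the metallothionein promoter; potency means the concentration at half of the fitted maximal effect; on the % scale 0 is the no-effect control and ±100 the full control effect; nearly all actives have a fitted effect of over 50% in size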
# BRCA1 expr act: increases BRCA1 expression. Potency, µM (highest dose often 46.1 µM), for the others: at the highest dose activation, usual class: activators. 380,000 compounds, 1.1% hits. MCF7-BRCA1-FFLuc reporter, luminescence, 48 h; response scale: scaled: vehicle 0%, 10 µM genistein 100%. AID 624202; further: potency means the concentration at half of the fitted maximal effect; nearly all actives have a fitted effect of over 80% in size; some results filed as inactive show a strong effect at the top dose
#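 48 h compound treatment of MCF7-BRCA1-FFLuc cells (phenol-red free MEM, 37 °C), then 15 min with luciferase substrate and luminescence imaging.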
# Tb PFK block: blocks T. brucei phosphofructokinase. T. brucei PFK, ADP-Glo luminescence. Potency, µM (top dose mostly 57.5 µM), inactives show at the top dose activity, negative = inhibition, actives largely listed as inhibitors. 330,000 compounds, 0.17% hits. AID 485367;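 further: potency means the concentration at half of the fitted maximal effect; 0% = uninhibited 1x PFK enzyme wells and -100% = no-enzyme wells; nearly all actives have a fitted effect of over 60% in size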
# Target sequence (O15648 whole entry, looked up): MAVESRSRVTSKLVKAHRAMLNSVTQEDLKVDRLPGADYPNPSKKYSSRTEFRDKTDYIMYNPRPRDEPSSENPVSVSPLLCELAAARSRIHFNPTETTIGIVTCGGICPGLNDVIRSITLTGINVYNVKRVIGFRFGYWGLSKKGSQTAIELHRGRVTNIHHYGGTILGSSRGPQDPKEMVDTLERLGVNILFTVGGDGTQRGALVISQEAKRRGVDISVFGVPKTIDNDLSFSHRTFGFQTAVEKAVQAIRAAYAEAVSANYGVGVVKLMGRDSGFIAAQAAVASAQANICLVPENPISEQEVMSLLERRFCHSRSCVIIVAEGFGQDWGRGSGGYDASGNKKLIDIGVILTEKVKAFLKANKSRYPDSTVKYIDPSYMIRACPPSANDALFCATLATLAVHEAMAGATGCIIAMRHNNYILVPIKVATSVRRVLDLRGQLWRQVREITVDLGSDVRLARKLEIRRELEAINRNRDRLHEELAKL
#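 Luminescent ADP detection (ADP-Glo, two-step: ATP depletion then ADP-to-ATP conversion for luciferase) reported PFK activity after 45 min room-temperature reaction of 1.25 nM enzyme with 0.5 mM F6P and 0.1 mM ATP at pH 8.0.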
# NPC1 prom act: activators of NPC1 promoter | Huh7 NPC1 promoter luciferase reporter, 24 h | AID 485313 | 320,000 compounds, 2.4% hits | Potency, µM (titrated, usually from 9.22 µM), for the others: at the top dose activation, actives largely listed as activators;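 further: potency means the concentration at half of the fitted maximal effect; % of control where 0% means no effect; nearly all actives have a fitted effect of over 60% in size; reporter is driven by a mutant NPC1 promoter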
#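 Huh7 cells stably carrying NPC1 promoter–luciferase, plated in Opti-MEM with 10% FBS for 2 h, were exposed to compound in DMSO for 24 h at 37 °C; luciferase reagent was added for 10 min and luminescence read.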
# ELG1 genotoxic: induces genotoxicity in HEK293T cells with luciferase-tagged ELG1; 330,000 compounds, 1.3% hits; Potency, µM (titrated, usually from 46 µM), for the others: at the highest dose activity change, positive = activation, actives largely listed as activators; HEK293T ELG1-luciferase reporter, luminescence, 16 h; further: potency means the concentration at half of the fitted maximal effect; % of control where 0% means no effect; nearly all actives have a fitted effect of over 60% in size
#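 HEK293T cells expressing luciferase-tagged ELG1 were exposed to compound or DMSO vehicle for 16 hr at 37 °C and 5% CO2. Luciferase activity was then measured with ONE-Glo after 30 min at room temperature.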
# Rab9 prom act: activators of Rab9 promoter | 320,000 compounds, 2.8% hits | Huh7 Rab9 promoter-luciferase reporter, luminescence, 24 h | AID 485297 | Potency, µM (highest dose often 9.22 µM), inactives show at the top dose activation, negative = inhibition, usual class: activators; further: potency means the concentration at half of the fitted maximal effect; % of control where 0% means no effect; nearly all actives have a fitted effect of over 60% in size
#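 Huh7 cells stably carrying Rab9 promoter–luciferase reporter, plated 1500 cells/well, compound added after 2 h and incubated 24 h at 37 °C; luciferase luminescence then read after 10 min with detection reagent.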
# RORgamma inh: ROR gamma (mouse) transcription inhibition. Drosophila S2 Gal4-RORgamma UAS-luciferase reporter, 20 h. Potency, µM (highest dose often 53.6 µM), inactives show at the top dose activity change, negative = inhibition, usual class: inhibitors. 310,000 compounds, 5.4% hits; further: potency means the concentration at half of the fitted maximal effect; on the % scale 0 is the no-effect control and ±100 the full control effect; nearly all actives have a fitted effect of over 60% in size
# Target sequence (P51450 whole entry, looked up, the tested form may be a part): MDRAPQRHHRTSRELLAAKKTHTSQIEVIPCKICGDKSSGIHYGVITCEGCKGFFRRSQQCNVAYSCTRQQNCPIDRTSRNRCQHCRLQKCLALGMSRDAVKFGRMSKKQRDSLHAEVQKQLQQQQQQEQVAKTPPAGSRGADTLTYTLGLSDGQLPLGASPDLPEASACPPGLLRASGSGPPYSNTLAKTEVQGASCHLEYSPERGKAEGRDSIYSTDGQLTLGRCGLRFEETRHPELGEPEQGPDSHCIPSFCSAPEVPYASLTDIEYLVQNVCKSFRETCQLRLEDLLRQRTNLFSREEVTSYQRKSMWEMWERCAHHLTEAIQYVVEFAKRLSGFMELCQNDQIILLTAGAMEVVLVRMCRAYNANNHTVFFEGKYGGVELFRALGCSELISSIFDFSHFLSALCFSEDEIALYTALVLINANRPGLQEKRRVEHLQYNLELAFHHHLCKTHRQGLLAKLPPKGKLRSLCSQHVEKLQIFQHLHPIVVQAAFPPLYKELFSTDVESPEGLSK
#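 Drosophila Schneider cells stably carrying a metallothionein-driven Gal4 DBD–ROR gamma fusion and a UAS-Photinus luciferase reporter were exposed to compound for 1 hr, then induced with copper sulfate (700 uM final) for 20 hr at ambient temperature before luminescence reading.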
# Numbers without * were called inactive; ? = inconclusive; nt = not tested or not shown; [ ] = another dose, or the depositor's remark. Unless noted, the call rests on the fitted dose curve; in most records, active means well fitted curve in the direction sought with a large enough effect; inconclusive means small, poorly fitted or top-dose-only effect, or another doubt; inactive means no such curve, though single readings can be large; an effect the other way counts as inactive or inconclusive.
# Sample of the layout:
# Results follow in this order: ELG1 repair inh	FLuc counter	TRPV1 ag	p53 reactivation	VP16 counter	BRCA1 expr act	Tb PFK block	NPC1 prom act	ELG1 genotoxic	Rab9 prom act	RORgamma inh
COCCOc1cc(Nc2nnc(C(F)(F)F)s2)c(Cl)cc1Cl
→ 6.5µM*	?	-3	-2%	-5%	0%	3%	1%	-6%	2%	0%
Cc1ccccc1-n1ncc2c1CC(C)(C)CC2NC(=O)c1ccncc1 (centres undefined)
→ -9%	5%	?	8%	0%	-10%	-1%	1%	5%	-1%	4%

# The listing, from the first entry:
# Results follow in this order: ELG1 repair inh	FLuc counter	TRPV1 ag	p53 reactivation	VP16 counter	BRCA1 expr act	Tb PFK block	NPC1 prom act	ELG1 genotoxic	Rab9 prom act	RORgamma inh
COCCOc1cc(Nc2nnc(C(F)(F)F)s2)c(Cl)cc1Cl
→ 6.5µM*	?	-3	-2%	-5%	0%	3%	1%	-6%	2%	0%
Cc1ccccc1-n1ncc2c1CC(C)(C)CC2NC(=O)c1ccncc1 (centres undefined)
→ -9%	5%	?	8%	0%	-10%	-1%	1%	5%	-1%	4%
CCCn1c(SCC(=O)Nc2cc(S(=O)(=O)N3CCCCC3)ccc2C)n[nH]c1=O
→ -17%	1%	0	2%	nt	-28%	2%	0%	-3%	0%	nt
O=C(Oc1cccc2c(OC(=O)N3CCCC3)cccc12)N1CCCC1
→ -7%	-10%	-8	18%	-11%	-12%	0%	-5%	-2%	2%	26%
CC(C)C[C@H](NC(=O)c1nc[nH]c1C(=O)N1CCNCC1)C(=O)OCc1ccccc1
→ 3%	-3%	-1	-8%	nt	6%	15%	-5%	4%	-5%	nt
O=C(Nc1ccccc1)C1=C(O)CC(c2ccc(Cl)cc2)N2CCN=C12 (centres undefined)
→ 24%	?	5	2%	-13%	-9%	5%	-2%	11%	0%	?
Cc1cc(C(=O)Nc2cc(C)n(Cc3ccc(Cl)cc3)n2)no1
→ -19%	-25%	?	6%	-1%	-23%	-4%	5%	-3%	-2%	32%
COc1cccc(N2CC(C(=O)Nc3nnc(SCC(=O)N4CCCC4)s3)CC2=O)c1 (centres undefined)
→ 6%	-1%	1	-1%	0%	-8%	2%	-2%	8%	-1%	-15%
Cc1cc2cc(CN(CC3CCCO3)C(=S)NCc3ccco3)c(=O)[nH]c2cc1C (centres undefined)
→ ?	4%	14	1%	-10%	-20%	1%	-2%	0%	-3%	34%
Cc1cc(NC(=O)C23CCC(C)(C(=O)O2)C3(C)C)no1 (centres undefined)
→ 2%	3%	-4	-4%	6%	3%	-3%	-4%	3%	3%	40%
CCCn1c(C)cc(-c2csc(NC(=O)CCc3nc4ccccc4c(=O)[nH]3)n2)c1C
→ ?	2%	-2	2%	nt	-2%	-4%	-3%	-1%	1%	nt
O=C(Cn1ncc2c([nH]c3ccccc32)c1=O)NCCc1ccccc1
→ 1%	-1%	1	7%	5%	7%	4%	0%	-2%[9.26 µM]	-2%	12%
Cc1ccc(N(C(=O)c2ccc(S(=O)(=O)N(C)C)cc2)C2C=CS(=O)(=O)C2)cc1 (centres undefined)
→ -3%	2%	-1	0%	-2%	-3%	5%	-3%	-1%	3%	3%
NC(=O)Cn1c2[n+](c3ccccc31)CC(O)CS2 (centres undefined)
→ 7%	1%	-5	-2%	-3%	-10%	2%	0%	-8%	0%	8%
COc1nnc(-c2ccc(C)c(S(=O)(=O)NCCO)c2)c2ccccc12
→ -6%	-1%	-3	-8%	nt	0%	-11%	3%	0%	-5%	0%[0.365 µM]
CCn1cc(C(=O)NCc2ccco2)c(=O)c2ccc(C)nc21
→ 14%	1%	4	2%	0%	-11%	1%	-5%	-1%	4%	-5%
Cc1ccc(C)c(-n2c3nc(=O)[nH]c(=O)c-3cc3cc([N+](=O)[O-])ccc32)c1
→ -14%	5%	12	-19%	11µM*	-74%	?	-15%	12%	0%	10µM*
Fc1ccc(C2=CSC3=NCCN23)cc1
→ 9%	-13%	1	1%	-8%	-1%	-8%	0%	1%	-2%	-10%
COc1ccc(C(=O)OCCc2ccc(O)cc2)cc1
→ ?	6.7µM*	22	?	13µM*	5µM*	1%	?	13µM*	?	7.1µM*
O=C1OCCC1Sc1nnc(-c2ccccc2Br)n1Cc1ccccc1 (centres undefined)
→ 0%	3%	1	7%	-5%	-5%	3%	1%	0%	-4%	10%
CCNc1ccc(S(=O)(=O)N(C)C)cc1NCC(=O)Nc1ccc(Br)cc1F
→ ?	5%	?	3%	?	-52%	1%	-2%	-8%	-10%	?
COc1ccc(Nc2oc(COc3ccccc3OC)nc2C#N)cc1
→ -19%	?	-2	5%	1%	-73%	-3%	2%	-3%	-2%	-4%
CCCNc1nc(-c2ccccc2)c(C(=O)OCC)cc1C#N
→ -13%	8%	?	16%	3%	-73%	-3%	-24%	-3%	-17%	14%
COc1cc2c(cc1OC)C(COc1ccc([N+](=O)[O-])cc1)NCC2 (centres undefined)
→ -4%	1%	0	-11%	-10%	-15%	-2%	-5%	-3%	-1%	-5%
COC(=O)c1ccc(S(=O)(=O)N(CCO)Cc2ccccc2)n1C
→ 3%	-1%	3	-4%	5%	5%	5%	-4%	-1%	-4%	21%
O=C(N/N=C/c1c[nH]c2ccc(Br)cc12)C1CC1
→ -3%	-1%	0	-9%	-7%	3%	-4%	-8%	6%	-6%	17%
O=S1(=O)CC(O)C(NCc2ccco2)C1 (centres undefined)
→ 2%	1%	-1	-3%	2%	1%	-2%	0%	-4%	-3%	5%
Cn1c(=O)c(-c2ccccc2[N+](=O)[O-])c(Cl)c2ccccc21
→ -13%	-9%	-4	0%	-3%	0%	1%	-3%	2%	-4%	2%
COc1ccc(CNCc2ccc3c(c2)OCO3)c(OC)c1OC
→ -9%	0%	-1	25%	1%	-1%	-1%	-3%	-17%	-1%	-5%
CCN1C(=O)c2cccc3c(NC(=O)C4CCCCC4)ccc1c23
→ 26%	0%	27	-18%	-1%	-46%	-1%	0%	24%	5%	17%
COc1ccccc1NC(=O)CN(Cc1ccccc1)S(C)(=O)=O
→ -13%	3%	1	-5%	-1%	17%	0%	-1%	3%	-7%	-21%
CCCCN(CCCC)CCNC(=O)CN1C(=O)COc2ccc(S(=O)(=O)N3CCC(C)CC3)cc21
→ 9%	2%	3	1%	14%	-1%	3%	0%	0%	0%	-13%
CCN(CC(=O)NC1CCS(=O)(=O)C1)C(C)C(=O)Nc1ccc(F)cc1 (centres undefined)
→ 18%	-2%	-3	6%	nt	8%	0%	-2%	0%	-3%	nt
CC(C)c1ccc(OC(=O)c2cccc(S(=O)(=O)N3CCN(C)CC3)c2)cc1
→ 0%	-18%	-1	0%	6%	-12%	5%	0%	-1%	2%	1%
CCOc1ccc(-n2c(C)nc3cc(C(=O)NCCCN4CCOCC4)ccc32)cc1
→ 10%	-1%	13	-1%	-3%	-12%	0%	-1%	-1%	4%	12%
CCn1c2ccccc2c2cc(NC(=O)c3ccccc3-c3ccccc3C(=O)O)ccc21
→ 5%	-9%	-10	-7%	?	3%	7%	-1%	-1%	-6%	12%
COc1ccc(CNc2c(CO)cnc3c2cnn3C)cc1
→ -18%	-2%	3	11%	8%	0%	-3%	-7%	-5%	-7%	9%
O=C(O)c1ccc(COc2ccccc2[N+](=O)[O-])o1
→ ?	-8%	1	20%	-15%	6%	0%	0%	2%	-1%	3%

# Entries of single compounds as entered above. Screens in order: ELG1 repair inh	FLuc counter	TRPV1 ag	p53 reactivation	VP16 counter	BRCA1 expr act	Tb PFK block	NPC1 prom act	ELG1 genotoxic	Rab9 prom act	RORgamma inh
# Results for COc1ccc(C(=O)OCCc2ccc(O)cc2)cc1 : ?	6.7µM*	22	?	13µM*	5µM*	1%	?	13µM*	?	7.1µM*
# Results for COc1ccccc1NC(=O)CN(Cc1ccccc1)S(C)(=O)=O : -13%	3%	1	-5%	-1%	17%	0%	-1%	3%	-7%	-21%
# Results for COCCOc1cc(Nc2nnc(C(F)(F)F)s2)c(Cl)cc1Cl : 6.5µM*	?	-3	-2%	-5%	0%	3%	1%	-6%	2%	0%
# Results for O=S1(=O)CC(O)C(NCc2ccco2)C1 (centres undefined) : 2%	1%	-1	-3%	2%	1%	-2%	0%	-4%	-3%	5%

# Compounds as they come, and some 15% of all compounds hit somewhere here.
